Bioassay records from PubChem.
Keap1 Nrf2 FP: inhibitors of human Keap1-Nrf2 protein-protein interaction; Keap1 Kelch-Nrf2 peptide fluorescence polarization, 1536-well; Q14145; inhibition, % at 9.4 µM; 0.15% of 340,000 active; AID 504523; in the data active = inhibition above about 12%;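 note: human Keap1 Kelch domain with fluorescein labeled Nrf2 9mer peptide probe; 0% = neutral control wells and 100% = peptide positive control; higher means more block of Keap1 binding to Nrf2 peptide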
Target sequence (Q14145 whole entry, looked up, the tested form may be a part): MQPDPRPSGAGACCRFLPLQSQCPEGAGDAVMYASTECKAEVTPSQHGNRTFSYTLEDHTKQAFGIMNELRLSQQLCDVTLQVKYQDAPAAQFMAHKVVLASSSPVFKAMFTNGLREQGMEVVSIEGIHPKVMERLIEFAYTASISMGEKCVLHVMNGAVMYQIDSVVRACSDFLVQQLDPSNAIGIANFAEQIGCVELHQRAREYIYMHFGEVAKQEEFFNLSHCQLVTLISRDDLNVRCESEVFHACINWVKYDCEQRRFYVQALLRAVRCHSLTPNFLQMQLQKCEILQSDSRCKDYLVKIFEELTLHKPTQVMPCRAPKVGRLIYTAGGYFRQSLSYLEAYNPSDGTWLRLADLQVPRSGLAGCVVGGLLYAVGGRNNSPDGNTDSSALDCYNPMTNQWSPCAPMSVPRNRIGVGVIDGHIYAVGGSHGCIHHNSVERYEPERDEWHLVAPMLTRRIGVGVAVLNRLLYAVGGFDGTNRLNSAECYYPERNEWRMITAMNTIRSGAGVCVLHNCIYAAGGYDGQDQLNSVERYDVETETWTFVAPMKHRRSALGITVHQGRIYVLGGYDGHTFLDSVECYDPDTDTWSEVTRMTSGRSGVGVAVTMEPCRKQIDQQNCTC
Cardiac RTF inh: cardiac RTF calcium desensitization | IANBD-labeled cardiac RTF, Ca2+ fluorescence | inhibition, % at 7.15 µM | 0.12% of 340,000 active | AID 493244;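 active = inhibition above the mean inhibition of all tested compounds plus 3 SD, cut at about 17% in these data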;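 note: assay run at fixed EC70 calcium of 1.6 mM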
OPRM1-OPRD1 inv: mu-delta opioid heterodimer inverse agonism; AID 504357; cell-based MOR-DOR heterodimer luminescence; inhibition, % at 9.3 µM; P35372+P41143; 0.21% of 340,000 active; in the data active = inhibition above about 22%, passing the limit was not always enough;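 note: 0% = cells with DMSO and 100% = wells without cells with DMSO; values of inactives mirror those of a sister screen read the other way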
V-ATPase pH: alters yeast V-ATPase proton transport; response, % at 10 µM; S. cerevisiae, pHLuorin cytosolic pH fluorescence; 0.37% of 350,000 active; in the data active = response mostly above about 7.3%, no sharp cut-off; inactive = mostly below about 5.4%; note: actives read high; inactives centre near 0; some compounds called inactive have numbers as strong as hits; reference of the scale not given here
Arrestin-AP2 inh: human beta-arrestin and AP2 interaction inhibition. FITC-arrestin peptide / GST-AP2 beads, flow cytometry; AP2 beta2 appendage carries R879A mutation. inhibition, % at 10 µM. 0.31% of 340,000 active. AID 504490;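 active = inhibition above a set limit, near 3 SD of compounds lacking own fluorescence, cut at about 54% in these data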;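 note: plate controls were DMSO wells for no effect and 5 µM unlabelled arrestin peptide for full effect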
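Material – AP2 appendage R879A on GSH beads · Buffer or medium – PBS with 0.05% Tween 20 and 0.1% BSA · Probe or stimulus – fluorescein-tagged arrestin peptide at 50 nM final · Incubation – compound with beads 12 min RT, then probe 1 h RT · Detection – high-throughput flow cytometry of beads, ex 488, em 535 nm · Evaluation – percent response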
RTF Ca sens act: increases calcium sensitivity of human cardiac regulated thin filaments | IANBD-labeled TnC RTF fluorescence at EC20 calcium; 0% EC20 calcium, 100% full calcium | AID 493008 | 0.24% of 340,000 active | activation, % at 7.2 µM | P19429+P45379;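 active = activation above the mean over all tested compounds plus 3 SD, cut at about 30% in these data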;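 note: rise in fluorescence read as greater calcium sensitivity of cardiac thin filaments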
Wnt act: activators of Wnt/beta-catenin signaling. Wnt/beta-catenin reporter cell assay, activator, plate reader. activation, % at 9.35 µM. 1.2% of 300,000 active. AID 743398; in the data active = activation above about 30%, passing the limit was not always enough;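 note: 0% = neutral control wells and 100% = positive control wells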
C-LANA FP: KSHV C-LANA DNA binding inhibition. 0.078% of 340,000 active. inhibition, % at 9 µM. MBP-C-LANA/FAM-LBS DNA binding, fluorescence polarization;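 active = highest replicate inhibition at or above 60% at 9 µM, even if other replicates fall short; inactive = all replicates below 60% inhibition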;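 note: 0% = neutral control wells and 100% = 4 µM acridine orange control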
OPRM1-OPRD1 ag: OPRM1-OPRD1 heterodimerization agonism; P35372+P41143; cells, luminescence; activation, % at 9.3 µM; 0.3% of 340,000 active; AID 504326; in the data active = activation above about 18%;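 note: 0% = vehicle-treated cells and 100% = reference agonist; values of inactives mirror those of a sister screen read the other way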
Pemphigus Ab inh: inhibitors of pemphigus antibody binding to human desmoglein-3. DSG3-coupled beads, scFv-anti-DSG3-GFP binding, flow cytometry; hits give low values. binding (percent of control), % at 10 µM. 0.48% of 310,000 active. AID 588358;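 active = binding more than 3 SD below its plate's average and above zero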;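 note: hits lower antibody fragment binding to DSG3; some compounds called inactive have numbers as strong as hits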
* marks the source's active call; other numbers are inactive results; · = no result given.

SMILES	Keap1 Nrf2 FP	Cardiac RTF inh	OPRM1-OPRD1 inv	V-ATPase pH	Arrestin-AP2 inh	RTF Ca sens act	Wnt act	C-LANA FP	OPRM1-OPRD1 ag	Pemphigus Ab inh
CC(=O)c1cccc(CN2CCC(n3nccc3NC(=O)CCCc3ccccc3)CC2)c1	0	9	-10	-2	40	-4	-2	0.3	1.8	·
CCOC(=O)c1c(C)noc1-c1ccco1	-1	·	·	1	-12	·	3	1.7	·	100
Cc1nnc(SCC(=O)N2CCCC2)n(N)c1=O	-1	-1	15	-1	13	2	1	0.3	-3.1	117
CC(NS(=O)(=O)CCNC(=O)c1ccccc1)c1ccccc1 (stereo not drawn)	1	-3	11	-6	-3	-1	-5	1.0	-2.1	97
CC(C)CN1C(=O)C(=O)N(CC(=O)NC(C)CCc2ccccc2)C1=O (stereo not drawn)	0	-2	13	1	-12	1	-5	0.7	-2.4	·
O=C(CNC(=O)c1cccs1)Nc1ccc2c(c1)OCCO2	-1	-2	-14	-2	-7	-2	31*	-1.4	2.1	101
CCOC(=O)c1ccc(N=c2ssnc2Cl)cc1	-11	2	23	-6	-15	-2	·	0.0	-4.5	101
CCc1c(C)nc2ncnn2c1N1CCCC(C(=O)Nc2ccc(NC(C)=O)cc2)C1 (stereo not drawn)	4	-1	-10	·	-9	0	·	-0.2	1.6	108
COc1ccc(Cl)cc1NC(=O)CSc1nnc(CNC(=O)c2ccco2)o1	-4	-5	3	-6	-4	-3	-2	0.4	-0.5	96
Cc1c(NC(=O)CSc2ccccc2Cl)c(=O)n(-c2ccccc2)n1C	-4	-2	12	0	5	0	·	4.5	-1.7	95
Cc1ccc2[nH]c(=O)c(COC(=O)C3CCCO3)cc2c1 (stereo not drawn)	-5	-2	18	-2	36	-4	·	0.7	-4.5	·
CCOc1ccccc1N(CC(=O)O)S(=O)(=O)c1ccccc1	0	-4	8	1	6	3	0	-0.9	-1.4	103
CC(=O)NCCOc1c(C)cc(S(N)(=O)=O)cc1C	-6	-1	7	2	4	9	·	-0.9	-1.3	115
Oc1c(Br)cccc1/C=N/c1ncn[nH]1	2	-7	16	2	-10	-2	3	3.0	-3.5	100
CCCCN(C)CCCNC(=O)C1(O)c2ccccc2NC(=O)N1c1ccc(Cl)cc1 (stereo not drawn)	1	-6	-1	-2	-10	5	-1	3.4	0.2	95
O=C(Cc1ccc(Cl)cc1Cl)Nc1ccncc1	-3	-3	-8	2	8	-3	-3	1.6	1.4	123
CC(NC(=O)C1CCCC1)C1CC2CCC1C2 (stereo not drawn)	-7	-3	8	-2	0	2	-2	0.0	-1.3	96
CC(C)C(NC(=O)c1ccc2c(c1)OCO2)C(=O)N/N=C/c1cccs1 (stereo not drawn)	2	2	-12	-5	-11	10	-3	1.3	2.8	100
CCCOC(=O)Nc1c(C)cccc1C(C)C	-4	-7	19	-3	4	-3	-2	0.8	-3.7	103
O=C(Nc1ccc(F)cc1F)c1noc2c1CCC2	-2	-2	-5	0	-2	-8	·	4.9	0.9	102
COc1cc(C(=O)N2CCN(c3cccc(C(F)(F)F)c3)CC2)ccc1OCC(=O)N1CCOCC1	5	-6	1	-1	0	-3	-1	-1.2	-0.3	108
Cc1ccc(-n2cccc2/C=C2/C(=N)N3C(=NC2=O)SN=C3S(C)(=O)=O)cc1Cl	-7	-8	4	5	26	8	-6	15	-0.8	110
O=C(Nc1nc2ccc(Cl)cc2s1)C1CCCO1 (stereo not drawn)	-5	0	8	5	1	10	·	1.0	-1.6	101
O=C(CCCCCNC(=O)N1CCn2c1nc1ccccc12)NCc1ccccc1	-9	-1	·	-2	-11	-2	-3	0.0	·	99
CCC(=O)Nc1ccc(SC#N)cc1C	-3	-1	1	-1	1	2	5	-0.9	-0.1	98
O=[N+]([O-])c1ccc(N2CCCC2)cc1NC(c1ccccc1)c1ccccc1	2	-5	2	1	5	-1	0	2.9	-0.5	110
O=C(COC(=O)c1ccccc1NC(=O)c1ccco1)Nc1ncc(Cl)cc1Cl	-2	-11	9	1	30	2	·	-0.4	-1.9	121
O=C(Nc1ccc(Cl)c(Cl)c1)Nc1ccon1	-1	-6	-20	0	29	-3	0	-0.7	3.6	105
CCOC(=O)c1[nH]c2ccccc2c1NC(=O)C1CCCC1	-2	-4	11	9	-7	-2	1	-0.3	-2.1	96
CC(=O)N(Cc1ccccn1)Cc1ccco1	4	-7	9	-2	2	0	2	-1.2	-1.8	108
COc1ccc(C(NC(=O)C(C)C)c2ccc3cccnc3c2O)cc1 (stereo not drawn)	-5	-14	-6	-9	4	3	-13	0.7	1.1	92
O=C(NC1CC1)C1CCN(C2CCN(C(=O)CC3=CCCCC3)CC2)CC1	-5	2	22	-1	-10	1	2	0.5	-4.2	106
O=C(NCCCc1ccncc1)C1CCC(=O)N(Cc2cccc(F)c2)C1 (stereo not drawn)	-2	3	6	3	20	1	0	-0.6	-1.2	100
CC(Sc1nnnn1C1CC1)C(=O)N1CC(=O)Nc2ccccc21 (stereo not drawn)	-8	-9	7	-1	-13	-3	0	-0.3	-1.7	99
CCN(CC)S(=O)(=O)c1ccc(-c2cc(C(=O)OC)sc2C(F)(F)F)cc1	·	·	·	6	-3	·	1	·	·	110
c1ccc(-c2ccc(-c3ccncn3)cc2)cc1	-5	2	0	3	-1	11	44*	0.9	-0.1	113
CCOc1ccc(NC(=O)CSc2nncc(=O)n2N)cc1	-6	-1	6	4	-21	0	-3	-2.2	-1.1	109
C/C(=N/NC(=O)CNC(=O)COc1cccc(C)c1)c1ccco1	0	-4	11	-2	12	6	-1	2.2	-2.1	118
COc1ccc(NC(=O)C2CCC(C(C)(C)C)CC2)cc1S(=O)(=O)N1CCOCC1 (stereo not drawn)	-1	-5	-21	-2	26	-2	-3	0.2	5.0	101
Cc1cccc(OCC(=O)OCC(=O)N2CCN(C(=O)c3ccco3)CC2)c1C	3	3	24	-3	-1	4	-4	1.8	-4.6	102
COc1ccc(C2CC(C(F)(F)F)n3ncc(C(=O)NCc4cccnc4)c3N2)cc1OC (stereo not drawn)	-6	-24	2	-4	22	-2	-3	0.0	-0.4	·
COc1ccc(-c2n[nH]c(C)c2-c2cscn2)c(O)c1	3	3	2	-1	-1	0	3	-0.7	-0.3	99
COc1cccc(/C=N/NC(=O)c2ccc(=O)[nH]n2)c1O	4	-1	-10	3	9	5	-2	2.9	1.9	90
OC1(c2cccc(C(F)(F)F)c2)CCN(CCN2CCCCC2)CC1	-3	-4	10	-7	-4	8	-1	0.7	-2.0	109
COCC(=O)OC/C(O)=C(\C#N)c1nc2ccccc2[nH]1	-1	-12	4	4	-1	3	5	-0.7	-0.8	100
O=C(N/N=C/c1cccnc1)c1ccccc1Br	-3	-11	11	1	0	7	-1	-2.8	-2.1	110
COc1ccc(NC2CCCN(C(=O)c3cccc(C(F)(F)F)c3)C2)cc1OC (stereo not drawn)	-8	0	-2	0	13	-5	-1	0.5	0.4	100
COc1ccc(CN2CCN(Cc3cccn3-c3ncccn3)CC2CCO)c(C)c1C (stereo not drawn)	0	-7	21	-1	14	-4	·	0.7	-4.2	100
CC(C)[C@H](NC(=O)CCn1nnc2ccccc2c1=O)C(=O)O	-7	-10	3	0	-1	8	2	-0.8	-0.6	88
O=C(c1cccc(OCc2ccccc2)c1)N1CCOCC1	2	-11	12	-4	17	5	7	-1.8	-2.2	97
CCn1c(=NC(=O)c2ccc(S(=O)(=O)N3CCOCC3)cc2)sc2cccc(OC)c21	-5	-2	-2	-5	3	8	·	-1.1	0.3	98
CCn1c(Cn2nnc(-c3ccccc3)n2)nnc1SCC(=O)Nc1ccccc1	-2	-4	8	3	29	1	-4	-1.3	-1.4	85

Only RTF Ca sens act and V-ATPase pH, for 2 of the compounds above:
| Compound | RTF Ca sens act | V-ATPase pH |
| --- | --- | --- |
| CC(C)[C@H](NC(=O)CCn1nnc2ccccc2c1=O)C(=O)O | 8 | 0 |
| O=C(c1cccc(OCc2ccccc2)c1)N1CCOCC1 | 5 | -4 |

Compounds above that contain a Cl atom:
SMILES	Keap1 Nrf2 FP	Cardiac RTF inh	OPRM1-OPRD1 inv	V-ATPase pH	Arrestin-AP2 inh	RTF Ca sens act	Wnt act	C-LANA FP	OPRM1-OPRD1 ag	Pemphigus Ab inh
CCOC(=O)c1ccc(N=c2ssnc2Cl)cc1	-11	2	23	-6	-15	-2	·	0.0	-4.5	101
COc1ccc(Cl)cc1NC(=O)CSc1nnc(CNC(=O)c2ccco2)o1	-4	-5	3	-6	-4	-3	-2	0.4	-0.5	96
Cc1c(NC(=O)CSc2ccccc2Cl)c(=O)n(-c2ccccc2)n1C	-4	-2	12	0	5	0	·	4.5	-1.7	95
CCCCN(C)CCCNC(=O)C1(O)c2ccccc2NC(=O)N1c1ccc(Cl)cc1 (stereo not drawn)	1	-6	-1	-2	-10	5	-1	3.4	0.2	95
O=C(Cc1ccc(Cl)cc1Cl)Nc1ccncc1	-3	-3	-8	2	8	-3	-3	1.6	1.4	123
Cc1ccc(-n2cccc2/C=C2/C(=N)N3C(=NC2=O)SN=C3S(C)(=O)=O)cc1Cl	-7	-8	4	5	26	8	-6	15	-0.8	110
O=C(Nc1nc2ccc(Cl)cc2s1)C1CCCO1 (stereo not drawn)	-5	0	8	5	1	10	·	1.0	-1.6	101
O=C(COC(=O)c1ccccc1NC(=O)c1ccco1)Nc1ncc(Cl)cc1Cl	-2	-11	9	1	30	2	·	-0.4	-1.9	121
O=C(Nc1ccc(Cl)c(Cl)c1)Nc1ccon1	-1	-6	-20	0	29	-3	0	-0.7	3.6	105
